GALR2 antag: GALR2 (human) receptor antagonism. O43603. GALR2-expressing cells, antagonist mode. inhibition, % at 4 µM. 0.39% of 140,000 active. AID 828; in the data active = inhibition above about 27%;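 also: cells stimulated with galanin 1-16 at roughly its EC80; 0% = agonist challenge control and 100% = basal control without agonist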
Target sequence (O43603 whole entry, looked up): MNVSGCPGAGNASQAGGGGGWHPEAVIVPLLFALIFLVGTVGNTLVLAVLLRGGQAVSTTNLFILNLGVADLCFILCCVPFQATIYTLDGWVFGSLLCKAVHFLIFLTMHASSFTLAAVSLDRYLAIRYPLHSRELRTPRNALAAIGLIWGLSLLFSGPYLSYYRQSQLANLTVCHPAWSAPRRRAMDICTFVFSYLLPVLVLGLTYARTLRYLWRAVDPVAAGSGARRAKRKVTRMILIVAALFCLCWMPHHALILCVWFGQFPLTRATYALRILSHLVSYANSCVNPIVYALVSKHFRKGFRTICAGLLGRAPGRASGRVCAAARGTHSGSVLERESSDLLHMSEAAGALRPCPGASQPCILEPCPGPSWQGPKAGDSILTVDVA
Yeast lifespan up: yeast lifespan extension; S. cerevisiae growth with nicotinamide, OD615; deaD strain in restrictive glucose medium; inhibition of the nicotinamide effect, % at 10 µM; 0.68% of 130,000 active;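 active = inhibition above a set limit, placed 3 SD over the median of all compounds, cut at about 26% in these data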;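 also: 0% = nicotinamide-treated wells and 100% = cells grown without nicotinamide; some compounds called inactive have numbers as strong as hits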
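Test system – modified budding yeast, DeaD strain · Compound – single dose 10 µM compound, 0.25% DMSO · Times – culture preincubation 4 h, compound exposure 48 h, both 30 °C · Detection – optical density (absorbance) at 615 nm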
E-sel TNF inh: blocks E-selectin expression induced by TNF alpha; 0.71% of 120,000 active; inhibition, % at 2 µM; AID 1246; HUVEC TNFa-induced E-selectin immunofluorescence, high content;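 active = inhibition above the batch mean plus 3 SD, and confirmed as a hit on visual image review, cut at about 43% in these data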;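 also: 0% = TNF-stimulated DMSO wells and 100% = unstimulated control wells; not every result past the cut was called active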
NPY-Y2 antag: antagonists of human neuropeptide Y receptor Y2; NPY-Y2 expressing cells, antagonist mode; P49146; 0.99% of 140,000 active; inhibition, % at 2.7 µM; in the data active = inhibition above about 17%;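 also: 0% = vehicle with agonist challenge and 100% = reference antagonist with challenge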
Target sequence (P49146 whole entry, looked up): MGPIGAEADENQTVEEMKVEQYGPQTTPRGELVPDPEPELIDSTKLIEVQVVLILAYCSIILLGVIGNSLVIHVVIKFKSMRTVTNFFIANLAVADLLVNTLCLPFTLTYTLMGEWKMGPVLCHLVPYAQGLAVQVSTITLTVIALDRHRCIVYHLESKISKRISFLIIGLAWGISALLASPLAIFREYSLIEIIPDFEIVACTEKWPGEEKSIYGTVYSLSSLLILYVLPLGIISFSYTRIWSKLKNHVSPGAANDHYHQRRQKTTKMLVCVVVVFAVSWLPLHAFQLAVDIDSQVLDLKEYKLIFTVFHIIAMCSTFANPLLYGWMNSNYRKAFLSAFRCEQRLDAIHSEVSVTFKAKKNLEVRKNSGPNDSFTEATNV
MRP1 act: activates MRP-1; H69AR cells + doxorubicin, viability rescue, CellTiter-Glo; viability increase, % at 10 µM; 0.61% of 140,000 active;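 active = viability gain under doxorubicin at or above a set limit, the compound median plus 3 SD, cut at about 4.7% in these data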;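 also: MRP-1 overexpressing cells given doxorubicin 25 µM after compound pretreatment; 18-22 h compound pretreatment then 72 h with doxorubicin before readout; 0% = doxorubicin-only wells and 100% = vehicle-treated cells without doxorubicin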
Phagocyt inh: macrophage phagocytosis inhibition | J774A.1 macrophage IgG-bead phagocytosis, imaging | inhibition, % at 5 µM | 0.07% of 110,000 active | AID 1029;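 active = inhibition above the mean of the plate negative controls plus 5 SD, cut at about 13% in these data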;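 also: phagocytic index as fraction of beads internalized from green versus red external bead signal; plate controls were DMSO negative control for no effect and cytochalasin-D positive control for full effect; some results beyond the cut were filed as inactive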
bCat KO growth: beta-catenin-lacking colon tumor cell growth suppression. HCT116 beta-catenin knockout viability, CellTiter-Glo, 60 h; active compounds read low. viability, % at 10 µM. 1.5% of 140,000 active;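 active = viability at or under a set limit, the compound median less 4 SD, cut at about 6% in these data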;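 also: 0% = Hyamine 1622 control at 20 µM and 100% = untreated cell control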
Measles CPE: protection of cells from measles virus; 1.5% of 140,000 active; protection (pct of control), % at 4 µM; Measles virus-infected cells, CPE protection, absorbance; AID 841; in the data active = protection mostly above about 24%, no sharp cut-off; inactive = mostly below about 26%; also: some compounds called inactive have numbers as strong as hits
HCT116 PTEN-null: growth suppressors of cells with PTEN tumor suppressor deletion; HCT116 PTEN-null viability, CellTiter-Glo, 60 h; active compounds read low; viability, % at 10 µM; 1.2% of 140,000 active; AID 827;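 active = viability at or below a set limit, 4 SD under the median of all tested compounds, cut at about 3.7% in these data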;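 also: PTEN knockout HCT116 line with beta catenin targeted HCT116 as companion control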
Yeast growth inh: chemicals that inhibit yeast BB579 growth in restrictive medium (lifespan-shortening candidates) | inhibition, % at 10 µM | S. cerevisiae BB579 growth, OD615, 48 h | 0.51% of 140,000 active;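 active = inhibition above a set limit, 3 SD over the mean compound inhibition, cut at about 44% in these data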; also: inactives centre near -24
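Test system: DeaD yeast strain BB579 / Buffer or medium: restrictive glucose-based CSMM-D medium / Doses: single 10 µM dose / Schedule: 4 h cell preincubation, 48 h compound exposure, 30 °C humidified / Technique: culture absorbance at 615 nm / Controls: amphotericin B positive control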
Starred values were filed as active, the others as inactive; · = not tested or not shown.

Order of values: GALR2 antag	Yeast lifespan up	E-sel TNF inh	NPY-Y2 antag	MRP1 act	Phagocyt inh	bCat KO growth	Measles CPE	HCT116 PTEN-null	Yeast growth inh
CCOC(=O)C1CCN(C(=O)c2sc3nc(C)nc(N4CCC(C)CC4)c3c2C)CC1
 : -8.6	·	-11.7	0.8	-1.7	·	74.2	23.8	83.9	1.5
O=c1cc(O)c2c(=O)n(C3CCCCC3)c3ccccc3c2o1
 : -0.4	30.9*	-21.8	-0.6	-4.7	-3.5	63.3	0.5	66.0	-26.8
Cn1c(SCC(=O)NCc2ccc3c(c2)OCO3)nc2scc(-c3cccs3)c2c1=O
 : 9.5	-18.8	-13.9	1.8	-4.0	0.5	89.3	10.0	70.0	-19.8
CCOC(=O)C1CCN(S(=O)(=O)Cc2ccccc2)CC1
 : -5.0	-12.9	-0.6	2.7	0.1	·	101.8	2.8	104.8	-36.3
O=C(Nc1ccn(Cc2c(F)c(F)cc(F)c2F)n1)c1ccc(COc2ccc(Cl)cc2Cl)o1
 : -6.5	-4.6	-10.4	-3.5	13.4*	0.0	80.4	5.3	66.2	-9.7
COCCCN=C1NN=C(c2cc(C)n(-c3ccccc3)c2C)CS1
 : 11.4	5.0	-12.5	4.0	-2.6	-0.5	84.2	12.1	86.8	-34.7
CCOC(=O)C(CCCOc1cccc(OC)c1)C(=O)OCC
 : -5.1	-21.3	-23.7	5.1	-2.0	0.0	90.4	7.3	91.1	-15.6
Cc1ccc(NC(=O)COc2ccccc2CNC(C)(C)CC(C)(C)C)cc1
 : -1.2	-5.2	-34.9	25.2*	-5.7	-2.4	1.4*	2.6	1.8*	-9.0
O=C(CSCc1c(Cl)cccc1Cl)NCc1ccco1
 : 8.4	·	-17.0	5.9	1.4	·	100.6	6.7	107.3	-44.9
COc1ccc(NC(=O)C(NC(C)=O)C(=O)NCc2ccccc2Cl)cc1 (stereo not given)
 : -7.7	2.5	33.6	-1.6	-0.2	0.1	93.1	17.9	100.2	-47.6
COC(=O)c1cccc(S(=O)(=O)N2CCC(C)CC2)c1
 : -7.1	-4.4	-17.8	0.0	-1.7	-0.8	86.1	14.2	88.8	-23.9
COc1cc(OC)cc(-c2ncc3ccccn23)c1
 : 3.0	·	15.0	0.3	-3.9	·	75.7	4.9	83.5	-34.2
Cn1c(SCC(=O)NCC2CCCO2)nnc1-c1ccc(S(=O)(=O)N2CCCC2)cc1 (stereo not given)
 : 3.4	-13.5	·	-1.6	-1.0	-0.4	88.0	7.2	92.7	-48.2
O=C(NCCOCc1ccc(Cl)cc1)c1ncn[nH]1
 : 6.3	1.3	·	-1.0	-1.1	-4.5	93.0	38.5	101.2	16.3
Cc1ccc2nc(N3CCN(S(=O)(=O)c4ccc5c(c4)OCCO5)CC3)c(C#N)cc2c1
 : 0.4	-12.9	-15.9	2.4	2.5	·	84.3	3.7	77.1	-7.2
Cc1ccc(NC(=O)c2ccccc2N(C)S(C)(=O)=O)cc1C
 : -2.2	-12.3	15.9	-0.3	-1.2	0.9	94.9	6.0	94.6	-56.7
O=C(NN=C1CCCCCC1)c1c[nH]c2ccccc12
 : -0.4	3.4	-16.7	0.8	-2.4	0.0	97.8	7.2	93.3	-42.8
CCCC/C(C)=N/NC(=O)NC1CCCCC1
 : 1.6	4.5	8.2	-0.2	0.1	3.8	95.8	3.2	105.8	-9.0
COc1ccc2[nH]c(O)c(NC(C)=O)c2c1
 : 15.8	-4.6	-20.2	-0.7	-0.5	-5.0	90.5	1.8	96.9	-27.3
CCn1cc(Br)c(C(=O)Nc2cccc(Cl)c2)n1
 : 15.9	-30.1	1.4	-0.4	-2.0	-1.0	69.5	10.2	65.8	-16.4
COc1ccc(NC(=O)CSc2cccc3cccnc23)c(OC)c1
 : -9.0	-8.9	·	2.4	-1.1	-15.3	93.0	25.9	96.8	-15.9
CCOC(=O)N1CCN(C(=O)Cn2c(=O)sc3ccccc32)CC1
 : 9.9	-5.3	·	2.5	-2.3	1.5	97.8	10.6	100.9	-49.0
CCC1(CC)C(=O)NC(=O)NC1=NCCc1ccc(O)cc1
 : 4.0	-27.3	17.5	2.0	-2.3	-1.2	101.0	3.7	93.4	-48.5
COCCOC(=O)c1c(C)oc2ccc(NS(=O)(=O)c3ccc(C(=O)O)cc3)cc12
 : ·	·	·	·	-2.4	-0.4	95.1	5.3	102.2	-27.8
CCOC(=O)/C(C#N)=C1/SC(CCO)C(=O)N1c1ccccc1 (stereo not given)
 : 3.9	-19.3	-10.6	0.2	2.3	·	92.9	33.4	82.4	11.4
COc1cc(NC(=O)C2CCCCN2)ccc1OCC(C)C (stereo not given)
 : 8.9	-11.3	-17.2	-2.1	-0.7	-1.6	76.1	25.4	88.1	-4.6
CC(=O)NN1C(=O)/C(=C\c2ccc(C)cc2)SC1=S
 : -2.9	-21.9	-23.4	5.5	10.8*	·	103.7	3.8	93.6	-57.1
Cc1ccc(Oc2ccccc2/C=C2\SC(=O)N(C)C2=O)cc1
 : 3.1	-30.4	1.9	7.0	-3.5	·	79.2	20.6	66.7	-14.8
O=C(CSc1nnnn1-c1ccccc1)NC(=O)Nc1ccc2c(c1)OCCO2
 : 2.7	-8.7	·	9.7	-0.9	1.6	96.4	3.5	98.7	-39.6
Cc1ccc(-c2nnn(CC(=O)N3CCN(c4ccccc4)CC3)n2)o1
 : -10.5	-10.5	6.0	3.7	-0.7	-1.6	104.6	17.4	111.7	-8.4
COc1ccccc1-c1c(C(F)(F)F)oc2cc(OCC(=O)Nc3ccccc3C(F)(F)F)ccc2c1=O
 : -4.5	3.9	9.7	15.3	-0.6	0.4	87.1	4.3	84.4	-14.5
COC(=O)CN(C(=S)Nc1ccc(Cl)cc1)C1CC(=O)N(c2ccc(OC)cc2)C1=O (stereo not given)
 : 6.5	-15.2	-6.7	-3.9	-2.5	·	89.3	3.1	100.7	-15.8
COc1ccc(NS(=O)(=O)c2cc(OC)ccc2NC(=O)c2cc(C)oc2C)cc1
 : -29.3	-8.0	18.9	5.0	-1.2	0.6	22.3	4.7	27.0	4.7
Cc1cc(NC(=O)CCC(=O)N(CCC(C)C)C(C(=O)NC2CCCC2)c2cccnc2)no1 (stereo not given)
 : -11.2	-6.8	37.0	-1.6	-2.7	-2.6	75.7	0.4	92.1	-7.2
Cc1cccc(NC(=O)N2CCCC2C(=O)NCc2cccs2)c1 (stereo not given)
 : -12.7	-12.1	-0.7	2.1	-1.2	0.3	94.4	2.3	87.6	-22.0
CCOc1ccc(NC(=NCc2ccc3c(c2)OCO3)SC2CC(=O)N(c3ccc(OCC)cc3)C2=O)cc1 (stereo not given)
 : 5.1	·	2.8	1.4	-6.4	·	2.2*	5.2	8.5	-29.2
Cc1ccc(S(=O)(=O)CC(=O)N2CCCC2)cc1
 : -1.0	-1.9	-27.9	0.1	-1.9	·	92.9	6.8	101.2	-19.1
CCN(CC)S(=O)(=O)c1cccc(-c2nnc(SCC(N)=O)n2CCc2ccccc2)c1
 : -1.5	-1.3	-5.4	0.7	-2.9	·	88.2	14.7	93.6	-16.9
O=C(/C=C/c1ccccc1)NNC(=O)c1cccc(Cl)c1
 : 0.7	-8.5	21.8	2.6	0.6	·	105.7	19.3	114.6	-36.8
O=C(Nc1ccc(O)cc1)c1ccc(C(=O)c2ccccc2)o1
 : -12.3	-10.6	7.7	-0.7	-4.5	-1.3	87.0	5.5	85.6	-6.3

Sorted by the number under Yeast growth inh (smallest number first): some entries from above
compound | Yeast growth inh
CCOc1ccc(NC(=NCc2ccc3c(c2)OCO3)SC2CC(=O)N(c3ccc(OCC)cc3)C2=O)cc1 (stereo not given) | -29.2
Cc1ccc(S(=O)(=O)CC(=O)N2CCCC2)cc1 | -19.1
CCOC(=O)C1CCN(C(=O)c2sc3nc(C)nc(N4CCC(C)CC4)c3c2C)CC1 | 1.5

(continued)
Order of values: GALR2 antag	Yeast lifespan up	E-sel TNF inh	NPY-Y2 antag	MRP1 act	Phagocyt inh	bCat KO growth	Measles CPE	HCT116 PTEN-null	Yeast growth inh
CC1(C)Cc2c(sc3c2c(=N)n(Cc2ccco2)c(=O)n3Cc2ccc(Cl)cc2)CO1
 : 2.4	-14.0	-64.1	6.5	-1.3	0.2	79.4	9.4	93.6	-50.9
O=C(COC(=O)Cc1ccc(S(=O)(=O)N2CCOCC2)s1)NCCc1ccccc1
 : -1.3	-11.1	1.8	2.9	-1.3	0.5	104.0	12.9	102.2	-17.4
CC(/C=C/c1ccc(N(C)C)cc1)=N\N=C1\NC(=O)CC(C(=O)Nc2ccccc2)S1 (stereo not given)
 : -1.8	-2.5	·	-5.9	-2.1	-7.5	34.8	1.7	43.2	-28.0
CSCCC(Nc1ccc(S(=O)(=O)N2CCOCC2)cc1[N+](=O)[O-])C(=O)OCC(=O)N(C(C)C)C(C)C (stereo not given)
 : 0.9	2.7	·	3.5	-1.8	-12.9	92.2	14.8	99.5	6.8
Cc1ccc(NC(=S)NCc2ccccc2Cl)c(C)c1
 : 3.7	8.4	·	6.2	-3.4	-5.0	70.0	7.5	68.8	5.7
Cc1ccc(S(=O)(=O)N=Nc2c(O)[nH]c3ccccc23)cc1
 : -9.3	-2.2	-17.0	6.2	-3.1	-1.2	89.2	8.7	103.8	-13.1
O=C(Nc1ccc(Cl)cn1)c1ccccc1F
 : -0.9	-7.5	18.1	2.3	-2.5	-1.6	51.7	12.5	50.0	-28.5
Cc1ccc(S(=O)(=O)c2cc(C#N)c(=O)[nH]c2N)cc1
 : 1.1	-9.4	8.6	0.6	1.0	·	107.3	21.7	98.2	-47.5
S=c1[nH]cnc2scc(-c3ccccc3)c12
 : -7.0	-6.0	16.1	3.0	-3.7	-6.7	94.5	6.5	88.5	9.0
O=C(Nc1ccccc1C(=O)N/N=C/c1ccco1)c1ccccc1Cl
 : -13.4	-24.1	-35.0	-0.4	-2.0	·	94.3	6.2	83.8	-15.5
O=C(c1ccccc1)N1CCN(C(=O)c2ccccc2Br)CC1
 : -2.1	-0.1	·	-0.3	0.5	0.9	96.8	3.4	96.0	-26.3
CC1CCCC(NC(=O)COC(=O)CN2C(=O)C3CCCCC3C2=O)C1C (stereo not given)
 : 1.3	-0.3	·	-1.8	2.7	-3.0	91.3	7.5	98.5	-21.3
CCN(CC)CCCNC(=S)N1CCn2c(nc3ccccc32)C1
 : -1.9	11.8	·	2.0	-1.8	-8.3	92.1	20.8	111.0	2.5
COc1cc2c(cc1OC)C(C(=O)NCCN1CCOCC1)C1c3ccccc3CCN1C2=O (stereo not given)
 : -0.4	-4.6	6.0	-0.5	-2.9	·	99.4	3.6	96.7	-26.1
Cc1ccc(-c2cc(-c3cccs3)[nH]n2)c(O)c1
 : 13.6	-7.3	-8.1	-0.8	-4.0	0.1	53.9	11.1	62.5	-13.0
COc1ccc(S(=O)(=O)N(C)CC(=O)NC2CCCCC2)cc1Cl
 : -7.0	-12.9	-3.6	-1.4	-1.6	-0.2	96.2	4.6	101.2	-39.2

Yeast lifespan up, what is marked active above
SMILES | GALR2 antag | Yeast lifespan up | E-sel TNF inh | NPY-Y2 antag | Phagocyt inh | Measles CPE | Yeast growth inh
O=c1cc(O)c2c(=O)n(C3CCCCC3)c3ccccc3c2o1 | -0.4 | 30.9* | -21.8 | -0.6 | -3.5 | 0.5 | -26.8

Source: PubChem
